Screening data: PubChem BioAssay, several laboratories
G6PDH CS: L. mesenteroides G6PDH inhibition counter-screen | Purified L. mesenteroides G6PDH, diaphorase/resazurin coupled fluorescence, 45 min | inhibition, % at 5 µM | 200,000 tested, 0.12% active; in the data active = inhibition above about 50%
Efa HMGR inh: E. faecalis class II HMG-CoA reductase inhibition | 190,000 tested, 0.41% active | inhibition, % at 10 µM | purified E. faecalis HMGR, NADPH absorbance 340 nm kinetic;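 active = inhibition above a set limit, the median over all tested compounds plus 3 SD, cut at about 9.5% in these data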;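 also: enzyme runs in reverse so mevalonate oxidation gives rising NADPH absorbance; 0% = complete reaction with DMSO and 100% = background rate lacking mevalonate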
Redox H2O2 prof: compounds producing H2O2 with reducing agent – biochemical, NIH compound library profiling, artefact control for MLSCN library redox annotation, primary screen. DTT-dependent redox cycling H2O2, phenol red/HRP absorbance; 100% = 100 µM peroxide control, 0% = buffer. activation, % at 10 µM. 200,000 tested, 0.03% active;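 active = activation of at least 50% relative to the plate's high and low controls in the primary single-dose screen; inactive = activation below 50%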;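 also: compound incubated with DTT at 0.8 mM final as the reducing agent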
Hsp70 act: switches on Hsp70 transcription; 200,000 tested, 0.04% active; AID 1203; HeLa Hsp70 promoter luciferase reporter, luminescence; scaled: vehicle 0, proteasome-inhibitor control 100%; activation, % at 10 µM;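 active = activation above the mean across all tested compounds plus 3 SD, cutoff set per campaign, cut at about 5.5% in these data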;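 also: 100% = MG132 at 30 µM as the positive control and 0% = DMSO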
FLuc inh counter: counter-screen for luciferase assay inhibitors: firefly luciferase inhibition. inhibition, % at 10 µM. P08659. ATPLite firefly luciferase biochemical luminescence, 10 min. 200,000 tested, 1.5% active;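 active = inhibition above about 50% when tested at 10 µM, limit read from the data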
Target sequence (P08659 whole entry, looked up): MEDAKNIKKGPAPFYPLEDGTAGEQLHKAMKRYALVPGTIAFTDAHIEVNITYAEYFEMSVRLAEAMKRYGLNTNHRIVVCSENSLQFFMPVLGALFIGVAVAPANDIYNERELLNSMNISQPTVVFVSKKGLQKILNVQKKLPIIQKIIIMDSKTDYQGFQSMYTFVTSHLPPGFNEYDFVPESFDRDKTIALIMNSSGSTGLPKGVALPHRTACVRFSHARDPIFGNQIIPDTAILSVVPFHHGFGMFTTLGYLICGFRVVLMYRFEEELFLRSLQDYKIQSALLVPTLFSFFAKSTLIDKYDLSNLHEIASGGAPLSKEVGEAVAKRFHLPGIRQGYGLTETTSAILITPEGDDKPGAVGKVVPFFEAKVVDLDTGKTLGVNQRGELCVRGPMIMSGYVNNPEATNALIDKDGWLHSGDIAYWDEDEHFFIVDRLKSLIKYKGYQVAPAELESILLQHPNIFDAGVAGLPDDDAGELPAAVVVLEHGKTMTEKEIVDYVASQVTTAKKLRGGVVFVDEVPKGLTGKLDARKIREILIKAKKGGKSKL
NF-kB expr up: raises NF-kB expression in human neuronal cells; NF-kB reporter expression; hits give high values; fold change at 12.5 µM; 190,000 tested, 1.6% active; AID 1239; in the data active = fold change above about 3.3
APP 5'UTR act: activates APP 5'UTR luciferase reporter; AID 1276; SH-SY5Y APP 5'UTR luciferase reporter, luminescence; zero percent = DMSO vehicle wells; activation, % at 2 µM; 190,000 tested, 1% active;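 active = activation above a set limit, based on mean plus 3 SD of controls, cut at about 140% in these data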; also: values of inactives mirror those of a sister screen read the other way
APP transl inh: APP translation inhibition. SH-SY5Y APP 5'UTR-luciferase reporter, luminescence. inhibition, % at 2 µM. 190,000 tested, 0.82% active;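 active = inhibition above a set limit, derived from the sample mean plus 3 SD, cut at about 45% in these data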; also: values of inactives mirror those of a sister screen read the other way
STAT1 activator: activators of IFN-gamma induced STAT1 signaling; 200,000 tested, 2.6% active; AID 932; NIH 3T3 STAT1-luciferase reporter, luminescence; 100% = IFN-gamma alone, no compound; activation (% of control), % at 5.5 µM;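 active = activation above the screen-wide mean activation plus 3 SD, cut at about 130% in these data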;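 also: raw ratio to IFN-gamma control signal so 100% means no change and 0% no light; values of inactives mirror those of a sister screen read the other way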
FLuc stim CS: firefly luciferase counter-screen for stimulation assays | P08659 | ATPlite luciferase biochemical, luminescence, 10 min; 0 = ATP-free wells, 1 = DMSO control | activation factor at 10 µM | 200,000 tested, under 10 active;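 active = luciferase activation factor, scaled between plate controls, of at least 2 with compound at 10 µM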
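Material: luciferase plus luciferin reagent, cell-free. Medium: PBS buffer for ATP. Also added: ATP substrate, dispensed from a 10.24 µM working solution in PBS. Doses: test compounds dosed from 2 mM stocks in 100% DMSO. Incubation: 10 min post-reagent at room temperature. Technique: light output (luminescence). Read-out basis: luminescence gain marking luciferase activators.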
An asterisk follows results filed as active.

`O=C(COC(=O)/C=C/c1ccc(F)cc1)Nc1ccccc1-c1ccccc1` gave G6PDH CS 16, Efa HMGR inh -3, Redox H2O2 prof 0.4, Hsp70 act -0.3, FLuc inh counter -5, NF-kB expr up 1, APP 5'UTR act 9, APP transl inh -9, STAT1 activator 96 and FLuc stim CS 1.
Screening Cc1ccc(NC(=O)Nc2ccc3oc(C)nc3c2)cc1 returned G6PDH CS 0, Efa HMGR inh 1, Redox H2O2 prof 1.5, Hsp70 act -0.1, FLuc inh counter 71*, NF-kB expr up 5*, APP 5'UTR act 145*, APP transl inh -145, STAT1 activator 177* and FLuc stim CS 0.3.
`CCS(=O)(=O)N1Cc2ccccc2CC1C(=O)Nc1nc2ccc(F)cc2s1` (configuration not stated) gave G6PDH CS 9, Efa HMGR inh -6, Redox H2O2 prof 0.0, Hsp70 act -0.1, FLuc inh counter 5, NF-kB expr up 0.79, APP 5'UTR act 120, APP transl inh -120, STAT1 activator 128 and FLuc stim CS 0.9.
Screening Cc1ccc(NC(=O)COC(=O)CCNS(=O)(=O)c2ccc(C)c(C)c2)cc1 returned G6PDH CS 11, Efa HMGR inh -6, Redox H2O2 prof -0.2, Hsp70 act -0.4, FLuc inh counter -5, NF-kB expr up 1.1, APP 5'UTR act 17, APP transl inh -16, STAT1 activator 91 and FLuc stim CS 1.1.
COCCNC(=O)C1CCC(Cn2c(=S)[nH]c3ccccc3c2=O)CC1 (configuration not stated) was read as G6PDH CS 1, Efa HMGR inh 0, Redox H2O2 prof -0.5, Hsp70 act -0.2, FLuc inh counter -7, NF-kB expr up 1.1, APP 5'UTR act -1, APP transl inh 1, STAT1 activator 102 and FLuc stim CS 1.1.
Cc1ccnc(N2CCN(c3c4c(c(C#N)c5nc6ccccc6n35)CCC4)CC2)c1 was read as Redox H2O2 prof 3.0, Hsp70 act 0.4, APP 5'UTR act 27, APP transl inh -28 and STAT1 activator 103.
`O=C1NC(c2ccc(-c3ccccc3[N+](=O)[O-])o2)C(C(=O)c2ccc(F)cc2)C(O)(C(F)(F)F)N1` (configuration not stated) gave G6PDH CS -5, Efa HMGR inh -8, Redox H2O2 prof 0.1, Hsp70 act -0.2, FLuc inh counter -5, NF-kB expr up 0.57, APP 5'UTR act 7, APP transl inh -6, STAT1 activator 99 and FLuc stim CS 1.
Screening Cc1c(C(=O)NCc2ccccc2Cl)oc2c1C(=O)CCC2 returned G6PDH CS 4, Efa HMGR inh -3, Redox H2O2 prof -0.2, Hsp70 act -0.1, FLuc inh counter -4, NF-kB expr up 1.2, APP 5'UTR act 2, APP transl inh -2, STAT1 activator 106 and FLuc stim CS 1.
Cc1ccc(C(=O)c2c(NC(=O)CSc3nnc(N)s3)sc3c2CCCC3)cc1 was read as G6PDH CS -4, Efa HMGR inh 0, Redox H2O2 prof 0.2, Hsp70 act -0.7, FLuc inh counter 1, NF-kB expr up 0.95, APP 5'UTR act 7, APP transl inh -7, STAT1 activator 94 and FLuc stim CS 1.
COC1=C(Nc2ccc(C)cc2)C(=O)c2ccccc2C1=O was read as G6PDH CS 7, Efa HMGR inh 1, Redox H2O2 prof -0.4, Hsp70 act 0.1, FLuc inh counter -4, NF-kB expr up 0.96, APP 5'UTR act 30, APP transl inh -30, STAT1 activator 111 and FLuc stim CS 1.
Screening CCCC(=O)Nc1nnc(SCC)s1 returned G6PDH CS 12, Efa HMGR inh 3, Redox H2O2 prof 0.1, Hsp70 act -0.2, FLuc inh counter 0, NF-kB expr up 1.1, APP 5'UTR act 2, APP transl inh -2, STAT1 activator 94 and FLuc stim CS 1.
Screening COc1cc(OC)cc(C(=O)NCC(=O)OCC(=O)N2CCc3ccccc32)c1 returned G6PDH CS 17, Efa HMGR inh -3, Redox H2O2 prof -0.3, Hsp70 act -0.2, FLuc inh counter -4, NF-kB expr up 1.1, APP 5'UTR act -4, APP transl inh 4, STAT1 activator 102 and FLuc stim CS 1.
For CCOC(=O)C1(CC/C(C)=N\NC(N)=O)CC(C)OC1=O (configuration not stated) the results were G6PDH CS 5, Efa HMGR inh -2, Redox H2O2 prof 0.0, Hsp70 act -0.3, FLuc inh counter -6, NF-kB expr up 1.1, APP 5'UTR act -15, APP transl inh 15, STAT1 activator 97 and FLuc stim CS 1.1.
For CC1(CC(=O)N/N=C/c2cc3c(cc2Br)OCO3)OCCO1 the results were G6PDH CS 3, Efa HMGR inh 5, Redox H2O2 prof 0.4, Hsp70 act -0.3, FLuc inh counter 4, NF-kB expr up 1.1, APP 5'UTR act 11, APP transl inh -11, STAT1 activator 100 and FLuc stim CS 1.
`CC(=O)Nc1cccc(NC(=O)c2oc3ccccc3c2C)c1` gave G6PDH CS -27, Efa HMGR inh -4, Redox H2O2 prof -0.9, Hsp70 act 0.8, FLuc inh counter 29, NF-kB expr up 2.3, APP 5'UTR act 68, APP transl inh -68, STAT1 activator 142* and FLuc stim CS 0.7.
CCOC(=O)C1=C(C)NC(=O)NC1c1ccc2c(c1)OCCO2 (configuration not stated) was read as G6PDH CS 2, Efa HMGR inh -2, Redox H2O2 prof 0.9, Hsp70 act 0.0, FLuc inh counter -6, NF-kB expr up 1.4, APP 5'UTR act 12, APP transl inh -12, STAT1 activator 111 and FLuc stim CS 1.1.
For CCOC(=O)Cc1csc(/N=C/c2c(O)n(-c3ccccc3C(F)(F)F)c(=O)c3ccccc23)n1 the results were G6PDH CS -21, Efa HMGR inh 3, Redox H2O2 prof -0.6, Hsp70 act -0.2, FLuc inh counter -2, NF-kB expr up 1.1, APP 5'UTR act -17, APP transl inh 17, STAT1 activator 96 and FLuc stim CS 1.
Screening CC(C)c1cccc(C(C)C)c1NC(=O)Cn1c(=O)cnc2ccccc21 returned G6PDH CS 2, Efa HMGR inh -8, Redox H2O2 prof -0.1, Hsp70 act -0.2, FLuc inh counter -2, NF-kB expr up 1.2, APP 5'UTR act 2, APP transl inh -2, STAT1 activator 93 and FLuc stim CS 1.
Screening Cc1cc(C(=O)COc2ccc3ccc(=O)oc3c2)c(C)n1Cc1cccs1 returned G6PDH CS -18, Efa HMGR inh -2, Redox H2O2 prof 1.3, Hsp70 act 0.1, FLuc inh counter 19, NF-kB expr up 1.1, APP 5'UTR act 25, APP transl inh -25, STAT1 activator 98 and FLuc stim CS 0.8.
`CC(C)C[C@@H](N)c1nnc(SCC(=O)c2ccc(Cl)cc2)o1` gave G6PDH CS 2, Efa HMGR inh -1, Redox H2O2 prof 0.0, Hsp70 act -0.4, FLuc inh counter -6, NF-kB expr up 0.95, APP 5'UTR act 7, APP transl inh -7, STAT1 activator 81 and FLuc stim CS 1.1.
Screening CC1CCN(c2nnc(-c3ccccc3)c3ccccc23)CC1 returned G6PDH CS 4, Efa HMGR inh -2, Redox H2O2 prof -1.7, Hsp70 act -0.2, FLuc inh counter 0, NF-kB expr up 1.2, APP 5'UTR act 14, APP transl inh -14, STAT1 activator 100 and FLuc stim CS 1.
For CCN(CC)C(=O)Oc1ccc2c(=O)c(-c3ccc(OC)cc3)c(C)oc2c1 the results were G6PDH CS 5, Efa HMGR inh -4, Redox H2O2 prof -0.2, Hsp70 act -0.1, FLuc inh counter -7, NF-kB expr up 0.9, APP 5'UTR act 5, APP transl inh -5, STAT1 activator 107 and FLuc stim CS 1.1.
For Cn1c(=O)c(C(=O)CN2CCN(S(=O)(=O)c3ccccc3)CC2)c(N)n(Cc2ccccc2)c1=O the results were G6PDH CS -6, Efa HMGR inh -1, Redox H2O2 prof 0.3, Hsp70 act -0.3, FLuc inh counter -9, NF-kB expr up 1.2, APP 5'UTR act 16, APP transl inh -16, STAT1 activator 98 and FLuc stim CS 1.1.
For CCOC(=O)N1CCN(CC(O)COCCC23CC4CC(CC(C4)C2)C3)CC1 (configuration not stated) the results were G6PDH CS 5, Efa HMGR inh -5, Redox H2O2 prof 0.2, Hsp70 act -0.1, FLuc inh counter -7, NF-kB expr up 1.1, APP 5'UTR act -9, APP transl inh 9, STAT1 activator 91 and FLuc stim CS 1.1.
For Clc1ccccc1CN(Cc1ccccc1)C(c1cccs1)c1nnnn1C1CCCC1 (configuration not stated) the results were G6PDH CS 8, Efa HMGR inh 5, Redox H2O2 prof 1.6, Hsp70 act -0.2, FLuc inh counter -7, NF-kB expr up 1.1, STAT1 activator 104 and FLuc stim CS 1.1.
For O=C(CNC(=O)c1ccccc1)NCc1ccc(Cl)cc1 the results were G6PDH CS -5, Efa HMGR inh -7, Redox H2O2 prof -1.0, Hsp70 act 0.0, FLuc inh counter -4, NF-kB expr up 0.84, APP 5'UTR act -2, APP transl inh 2, STAT1 activator 95 and FLuc stim CS 1.
`CC(C)NCc1nnc(-c2ccc(Cl)cc2)o1` gave G6PDH CS -1, Efa HMGR inh 0, Redox H2O2 prof -0.3, Hsp70 act -0.2, FLuc inh counter -5, NF-kB expr up 1.2, APP 5'UTR act 1, APP transl inh -1, STAT1 activator 103 and FLuc stim CS 1.1.
Screening O=C(c1cccc(Oc2ccccc2)c1)N1CCN(c2ccccn2)CC1 returned G6PDH CS 4, Efa HMGR inh 1, Redox H2O2 prof -1.9, Hsp70 act -0.4, FLuc inh counter -6, NF-kB expr up 1, APP 5'UTR act -23, APP transl inh 23, STAT1 activator 99 and FLuc stim CS 1.1.
`CCOc1ccc(NC(=O)CC(NCc2ccccn2)C(=O)O)cc1` (configuration not stated) gave G6PDH CS 24, Efa HMGR inh 5, Redox H2O2 prof 2.0, Hsp70 act -0.3, FLuc inh counter -8, NF-kB expr up 1.2, APP 5'UTR act 19, APP transl inh -19, STAT1 activator 104 and FLuc stim CS 1.1.
Screening CCOc1ccc(CCNc2cc(C)nc3ncnn23)cc1OCC returned G6PDH CS 16, Efa HMGR inh 1, Redox H2O2 prof 0.5, Hsp70 act -0.1, FLuc inh counter -9, NF-kB expr up 1.1, APP 5'UTR act 21, APP transl inh -21, STAT1 activator 91 and FLuc stim CS 1.1.

An unsorted share of the library. About 5.3% of those tested had a hit in this group.
